NPYLR7 ag: activates Aedes aegypti NPYLR7 receptor. HEK293T NPYLR7/Galpha15, GCaMP6s calcium fluorescence. hit rate 0.15% among 270,000. activation, % at 10 µM; in the data active = activation above about 40%;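 also: 0% = vehicle and 100% = reference agonist at the receptor; some compounds past the cut are filed as inactive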
hcGAS lum: blocks human cGAS activity | hit rate 0.081% among 290,000 | recombinant h-cGAS, ATP depletion, Kinase-Glo luminescence | AID 1259398 | inhibition, % at 12.5 µM;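 also: 0% = vehicle reaction and 100% = reaction without DNA for no activity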
Target sequence (Q8N884 whole entry, looked up): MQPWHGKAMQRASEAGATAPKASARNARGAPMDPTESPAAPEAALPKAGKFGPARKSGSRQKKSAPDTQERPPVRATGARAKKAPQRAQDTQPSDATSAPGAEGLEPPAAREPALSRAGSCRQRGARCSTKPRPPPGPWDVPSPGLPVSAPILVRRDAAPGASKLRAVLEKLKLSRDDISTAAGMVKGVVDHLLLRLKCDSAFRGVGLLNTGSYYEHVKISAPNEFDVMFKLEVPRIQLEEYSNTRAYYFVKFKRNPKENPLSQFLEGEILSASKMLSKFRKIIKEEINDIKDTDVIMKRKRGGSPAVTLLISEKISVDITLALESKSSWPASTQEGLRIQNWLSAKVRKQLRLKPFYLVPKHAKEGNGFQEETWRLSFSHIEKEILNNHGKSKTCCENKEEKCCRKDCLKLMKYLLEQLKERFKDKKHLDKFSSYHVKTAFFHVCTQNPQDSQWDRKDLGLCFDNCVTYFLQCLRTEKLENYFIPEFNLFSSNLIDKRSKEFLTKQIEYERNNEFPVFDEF
mcGAS inh: blocks mouse cGAS activity; hit rate 0.15% among 160,000; Q8C6L5; inhibition, % at 12.5 µM; recombinant cGAS, Kinase-Glo ATP depletion luminescence; AID 1259399;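 also: 0% = negative control wells and 100% = reference inhibitor with no enzyme activity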
* = called active by the depositor; . = not tested or not shown; & = joins results of further samples. Rule as the data show it, unless noted: active = inhibition above about 40%; inactive = the rest.

SMILES | NPYLR7 ag | hcGAS lum | mcGAS inh
CN(CCc1ccccn1)C1CCCN(C/C=C/c2ccc(F)cc2)C1 (centres undefined) | -2 | -8 | -11
CN(C)c1ccc(N2CCN(C(=O)c3cn4ccccc4n3)CC2)cc1 | -7 | -10 | -18
CCC(C(=O)Nc1ccc(C)cc1C)n1nnc(-c2ccc(Cl)cc2)n1 (centres undefined) | 13 | -11 | .
O=C(c1cc2nc(-c3ccc(F)cc3)cc(C(F)(F)F)n2n1)N1CCCc2ccccc21 | -14 | -2 | -5
CC(=O)c1c2c(n3ccc(C)cc13)C(=O)c1ccccc1C2=O | -2 | -8 | -6
COc1cccc(OC)c1C(=O)N(CC(=O)N(CCc1c[nH]c2ccccc12)Cc1ccccc1)C(C)C | 27 | -6 | -4
Fc1cccc(CN2CCN(CC3CCOC3)CC2)c1 (centres undefined) | -3 | -1 | -12
CC1CCc2cc(F)ccc2N1C(=O)c1ccc(Cn2cc(Cl)cn2)cc1 (centres undefined) | -6 | -1 | -4
Cc1ccc(NC2=C(Cl)C(=O)N(CC(C)C)C2=O)cc1 | 20 | -7 | .
Cc1cc(Br)ccc1NC(=O)CN1CCn2cccc2C1C (centres undefined) | -2 | -5 | -7
c1cc(CN2CCCN(C3CCC4(CCNCC4)CC3)CC2)ccn1 | 6 | -2 | .
COc1ccc(-c2nnc(SCC(=O)c3cc(F)ccc3F)o2)cc1OC | -2 | -5 | .
Cc1ccccc1-n1ncc2c(C3CC3)nn(CC(=O)Nc3cccc(Cl)c3)c(=O)c21 | 5 | -8 | .
Cc1nn2c(NCc3cccnc3)c3c(nc2c1-c1ccccc1)CCC3 | 4 | -12 | -10
S=P(C1=C(N2CCOCC2)C(=Cc2ccccc2)CC1)(c1ccccc1)N1CCOCC1 (centres undefined) | 3 | -4 | .
COc1ccc(CN2CC(O)CN(C(=O)OC(C)(C)C)CC2=O)cc1 (centres undefined) | 4 | 28 | 1
O=C(NCc1csc(-c2cnccn2)n1)c1nc2c(s1)CCCC2 | 2 | -1 | -7
CC(SC1CCCC1)C(=O)Nc1ccc2c(c1)OCO2 (centres undefined) | -14 | 3 | .
Cc1ccc(CN(CCc2ccccc2)C(=O)CN(Cc2ccco2)Cc2cc(F)ccc2F)o1 | -3 | -3 | -4
CCc1nccn1CCN(C)C(C1CC1)C1CC1 | . | -17 | -8
CC(C)NC(=O)N(Cc1cccc(C(F)(F)F)c1)CC1CC(c2cccc(F)c2)=NO1 (centres undefined) | 16 | -6 | -8
COC(=O)Nc1ccc(OCc2nc(C)c(C)s2)cc1 | 3 | -16 | .
Cc1nnc2ccc(N3CCN(C(=O)Nc4ccc5c(c4)OCO5)CC3)nn12 | 3 | -3 | -6
Cc1nc(C)c(C(=O)N2CCN(S(=O)(=O)c3ccc(Br)s3)CC2)s1 | -5 | -15 | .
O=c1c2ccccc2nnn1CSc1ccccc1F | -5 | -4 | -6

Not a retest: 13 of the compounds above.
SMILES | NPYLR7 ag | hcGAS lum | mcGAS inh
CN(CCc1ccccn1)C1CCCN(C/C=C/c2ccc(F)cc2)C1 (centres undefined) | -2 | -8 | -11
CN(C)c1ccc(N2CCN(C(=O)c3cn4ccccc4n3)CC2)cc1 | -7 | -10 | -18
CCC(C(=O)Nc1ccc(C)cc1C)n1nnc(-c2ccc(Cl)cc2)n1 (centres undefined) | 13 | -11 | .
O=C(c1cc2nc(-c3ccc(F)cc3)cc(C(F)(F)F)n2n1)N1CCCc2ccccc21 | -14 | -2 | -5
CC(=O)c1c2c(n3ccc(C)cc13)C(=O)c1ccccc1C2=O | -2 | -8 | -6
COc1cccc(OC)c1C(=O)N(CC(=O)N(CCc1c[nH]c2ccccc12)Cc1ccccc1)C(C)C | 27 | -6 | -4
Fc1cccc(CN2CCN(CC3CCOC3)CC2)c1 (centres undefined) | -3 | -1 | -12
CC1CCc2cc(F)ccc2N1C(=O)c1ccc(Cn2cc(Cl)cn2)cc1 (centres undefined) | -6 | -1 | -4
Cc1ccc(NC2=C(Cl)C(=O)N(CC(C)C)C2=O)cc1 | 20 | -7 | .
Cc1cc(Br)ccc1NC(=O)CN1CCn2cccc2C1C (centres undefined) | -2 | -5 | -7
c1cc(CN2CCCN(C3CCC4(CCNCC4)CC3)CC2)ccn1 | 6 | -2 | .
COc1ccc(-c2nnc(SCC(=O)c3cc(F)ccc3F)o2)cc1OC | -2 | -5 | .
Cc1ccccc1-n1ncc2c(C3CC3)nn(CC(=O)Nc3cccc(Cl)c3)c(=O)c21 | 5 | -8 | .

The results go on.
SMILES | NPYLR7 ag | hcGAS lum | mcGAS inh
Cc1nc2ncnn2c(N2CCN(S(=O)(=O)c3c(C)c(C)c(C)c(C)c3C)CC2)c1Cc1ccccc1 | . | -5 | -5
CC1CCC(C(=O)NC2CCc3[nH]c4ccc(Br)cc4c3C2)CC1 (centres undefined) | 2 | 1 | -1
CC1=NC(O)(C23CC4CC(CC(C4)C2)C3)C(C)S1 (centres undefined) | . | -8 | -5
Cc1cc(NC(=O)CCN2C(=O)/C(=C/c3ccccc3)SC2=S)no1 | -1 | -4 | -3
CN(C1CCC(CO)CC1)S(=O)(=O)c1cccc(Cl)c1F (centres undefined) | 4 | -9 | -5
S=C1NC2=C(CCC2)C2(CCCC2)N1 | 5 | -9 | .
CC(C)c1ccc(N2CCCC(n3cc(C(=O)NC4CCCC4)nn3)C2)nn1 (centres undefined) | -3 | 6 | .
CCOC(=O)c1cc(-c2cccc(NC(=O)c3cc(Cl)nc(OC)c3)c2)n(-c2ccccn2)n1 | 27 | -5 | -7
Cc1ncc(C)c(N2CC[C@@H](N3CCN(c4ccccn4)CC3)[C@H](O)C2)n1 | 7 | -5 | -14
CCN(CC)C(=O)Oc1ccc2c(ccn2Cc2ccc(Cl)cc2)c1NC(=O)c1c(F)c(F)cc(F)c1F | 10 | -2 | -5
CCOC(=O)c1ccc(N2C(=O)C3C4C=CC(C4=C(C)C)C3C2=O)cc1 (centres undefined) | 0 | 2 | 0
CCn1cc(NC(=O)NCc2ccc(OC)cc2)c2ccccc21 | 1 | -8 | -8
CCS(=O)(=O)c1ccc(NC(=O)COc2cccc3ccccc23)cc1 | 6 | 5 | .
CC(=O)N1c2ncnn2C2(CCCCC2)[C@@H]2CCCC[C@@H]21 | . | -8 | -4
CC(C)NC(=O)NC(=O)Cn1cnc2ccc(Br)cc2c1=O | 6 | -2 | -10
Cn1c(=O)c(C(=O)Nc2ccccn2)c(O)c2ccccc21 | 10 | 1 | -7
COc1ccc(OCCNC(=O)COc2ccc(Cl)cc2)cc1 | 1 | -3 | .
COC(=O)[C@@H]1C[C@@H](N(C)C)CN1CC1=Cc2cccc(OC)c2OC1 | 12 | -4 | .
Cc1nc2n(n1)C(=O)C(C(c1cccs1)N1CCN(c3ccccc3)CC1)S2 (centres undefined) | -1 | -7 | -8
c1csc(C2=NNC(=NC3CCCCC3)SC2)c1 | 0 | -9 | .
CC(C)(C)c1csc(NC(=O)c2ccc([N+](=O)[O-])cc2)n1 | -6 | -5 | -6
COC(=O)CCC(=O)N1CCC(c2nc(-c3ccc(OC)cc3)no2)CC1 | 5 | -7 | -5
Cc1noc(C)c1C(=O)Nc1ccc(NC(=O)N2CCCCCC2)cc1 | 1 | -4 | -12
O=C(CSc1nnc(C2CC2)n1C1CC1)NCc1ccco1 | 0 | -5 | .
CCc1[nH]n(-c2ccc(Cl)c(Cl)c2)c(=O)c1C1=C(N(C)C2CCCCC2)C(=O)N(c2ccccc2F)C1=O | 3 | -7 | -9
Continued.
SMILES | NPYLR7 ag | hcGAS lum | mcGAS inh
CNc1cncc(-c2ccc(F)cc2)n1 | 0 | 7 | .
CCN(Cc1ccc(Cl)cc1)C(=O)[C@@H]1C[C@H]1c1ccccc1 | 1 | -6 | .
NS(=O)(=O)c1cc([N+](=O)[O-])ccc1Cl | 2 | 3 | .
CC(C)(C)OC(=O)N1CCCCC1CNc1nc2ccccc2o1 (centres undefined) | 1 | -7 | .
Cc1nc(N2CCC(C(=O)NCCCn3ncc4ccccc43)CC2)nc2ccc(C(C)C)cc12 | 3 | -7 | -11
Cc1cc(NC(=O)CCS(C)(=O)=O)ncc1Br | 2 | -6 | .
CC(C)NC(=O)[C@@H]1C[C@H](N)CN1Cc1ccnn1-c1ccccc1 | 22 | -8 | .
Fc1cccc(Cl)c1CNc1n[nH]c(NCc2c(F)cccc2Cl)n1 | -12 | 0 | .
CC(C)N1CCn2nc(C(=O)NCC3COCCO3)cc2C1 (centres undefined) | 2 | -3 | -19
CN(C)c1ccc(NC(=O)NC2CC2c2ccccc2)cn1 (centres undefined) | -20 | -5 | .
O=C(Nc1ccc(S(=O)(=O)N2CCCCC2)cc1)c1ccc(Cl)o1 | 1 | -8 | -8
O=C(Cc1ccc(Cl)cc1)Nc1ccc(Nc2ccc(-n3cccn3)nn2)cc1 | -5 | -5 | -9
CN1C(=O)N(CCCc2ccncc2)C(=O)C12CCN(CC1=CC[C@H]3C[C@@H]1C3(C)C)CC2 | 6 | 0 | -9
Cc1ccc(N=Cc2cc([N+](=O)[O-])cc(Br)c2O)nc1 | -3 | 5 | .
CN1[C@H]2CC[C@@H]1CN(C(=O)CCCNCc1ccccc1)CC2 | 6 | -3 | .
COCCn1c(N2CCN(CC=Cc3ccccc3)CC2)nc2c1c(=O)[nH]c(=O)n2C | 8 | -1 | .
CN(C)c1ccc(NC(=O)c2cccc(F)c2)cc1CN(CC1CCCO1)C(=O)c1ccco1 (centres undefined) | 3 | -1 | -7
CC(C)(C)CN1CCC(Oc2ccc(C(=O)NCC3CCOCC3)cc2Cl)CC1 | -3 | -1 | .
Cc1cc(C(=O)CN2C(=O)C(=O)N(C(C)C)C2=O)c(C)n1CCc1cccs1 | 0 | -8 | .
O=C(CCn1cccc1)N1CCC(c2ccnc(-c3ccc(CO)cc3)c2)C1 (centres undefined) | -3 | -5 | -8
CN1CC2(CCN(Cc3nccn3Cc3ccccc3)C2)OC1=O (centres undefined) | 19 | -2 | .
CC(C)(C)c1ccc(/C=N\n2cnc3ccc(Br)cc3c2=O)cc1 | 5 | -4 | .
CCOC(=O)c1c(NC(=O)Cc2ccccc2)sc(C(=O)Nc2cccc([N+](=O)[O-])c2)c1C | -4 | -4 | .
Cc1cc(C(F)(F)F)n(-c2ccc(N)cc2)n1 | 0 | -10 | .
CCCn1c(SCc2nc(-c3ccc(C)c(F)c3)no2)nc2ccccc2c1=O | 7 | -3 | .
Continuation.
SMILES | NPYLR7 ag | hcGAS lum | mcGAS inh
Cc1ccc(NC(=O)CSc2nnc3scc(-c4ccccc4)n23)cc1 | -3 | 0 | -5
CCN(C)C(=O)C1CSCN1C(=O)c1nc(Cl)ccc1Cl (centres undefined) | 3 | -8 | .
COc1ccc(OC)c(CC(=O)N2CCc3[nH]nc(C(=O)NC4CC4)c3C2)c1 | . | -7 | -5
COC(=O)[C@@H]1[C@H](C(=O)NC(c2ccc(F)cc2)c2ccc(SCc3ccccc3)cc2)[C@@H]2C=C[C@H]1C2 (some centres undefined) | -6 | -10 | -2
COc1ccc(-c2cn(CC3CCS(=O)(=O)C3)nn2)cc1OC (centres undefined) | 2 | -3 | -11
CCCCC(N=C1NS(=O)(=O)c2ccccc21)C(=O)NC1=NCCS1 (centres undefined) | -1 | -3 | .
Cc1ccccc1Cn1cnc2c(cnn2CCNC(=O)c2ccc(Br)o2)c1=O | -6 | 0 | -2
CCCCN(Cc1cccn1Cc1cccc(C)c1)C(=O)CN(CCC)C(=O)c1cc(OC)cc(OC)c1 | 1 | -5 | -6
C(/C=C/c1ccco1)=N/Nc1nc(N2CCOCC2)nc(N2CCOCC2)n1 | 16 | -3 | -6
COc1ccc(-n2nc(C(=O)NC(C)c3ccccc3)c(=O)n(Cc3ccccc3)c2=O)cc1 (centres undefined) | 10 | -3 | -5
COc1ccc(C(=O)O)c(O)c1OC | -13 | 7 | -2
O=C(CCc1cc2c(n1-c1ccc(F)cc1Cl)-c1ccccc1CO2)NCC1CCCO1 (centres undefined) | 2 | -9 | -11
CCOC(=O)C1=C(C)NC(C)=C(C(=O)OC)C1c1cccc([N+](=O)[O-])c1 (centres undefined) | -5&10&-3&2 | -1&3&-1&-11&-1 | -5&-4
CC(c1cccc(-c2c(-c3ccccc3)ncn2CCF)c1)N(C)C (centres undefined) | -1 | -5 | -19
O=C1CC(Nc2ccc(Br)cc2)C=C1Nc1ccc(Br)cc1 (centres undefined) | -13&4 | -3&11 | .
Cc1cc(C)cc(N2CCN(Cc3ccc(-c4ccn[nH]4)o3)CC2=O)c1 | 6 | -4 | .
CC(C)(CNC(=O)N1CCS(=O)(=O)CC1)c1cccc(Cl)c1 | 5 | -20 | .
COc1ccc(O)c(C(C)NC(=O)c2cc(C)nn2C)c1 (centres undefined) | 2 | 1 | .
CC(C)C(=O)N1CCC(Nc2snc(Cl)c2C#N)CC1 | 4 | 1 | .
Cc1nc(C)n(CC2CCCN(C(C)c3cccnc3)C2)n1 (centres undefined) | -1 | -6 | .
CCNC(=O)N(C)c1c(CC)nc2ccc(C(=O)N3CCN(C(=O)c4ccco4)CC3)cn12 | -4 | -9 | -5
CN(CCC1CCOCC1)c1nccc(N2CCC(O)C2)n1 (centres undefined) | -17 | 1 | 0
CCOc1cccc(-c2csc(CN3CCNCC3)c2)c1 | 13 | -3 | .
Cc1nc2n(n1)C(=O)C(C(c1ccc(F)c(F)c1)N1CCC3(CC1)OCCO3)S2 (centres undefined) | 2 | -8 | -8
Cc1cc(Oc2ccc([N+](=O)[O-])cc2)nc(SCc2ccc(C(C)(C)C)cc2)n1 | 8 | -3 | -3
COCCn1nc(C(=O)N=c2sccn2Cc2ccc(C)cc2)ccc1=O | 2 | -4 | .
COc1ccc2c(c1OC)CN(C)CCc1cc3c(cc1C(O)C2)OCO3 (centres undefined) | 0 | 10 | 1
C=CCn1c(=O)c2c(nc3n(C(C)c4ccccc4)c(C)c(C)n23)n(C)c1=O (centres undefined) | 2 | -5 | -9
CS(=O)c1ccc(-c2nc(-c3ccc(F)cc3)c(-c3ccncc3)[nH]2)cc1 (centres undefined) | -9 | -2 | .

Screening results as filed in PubChem BioAssay.
